# Bioassay records (PubChem)
# CHOP inh: inhibitors of CHOP promoter induction, primary screen, cell-based, unfolded protein response, luciferase reporter. CHO-K1 CHOP-promoter luciferase, tunicamycin-induced, 15-18 h. 220,000 compounds, 3.8% hits. inhibition, % at 10 µM;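 active = compounds that reduced the stress-induced luciferase reporter signal by more than about 70% of percent inhibition, limit read from the data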;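 also: 0% = tunicamycin plus vehicle and 100% = wells without tunicamycin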
# BaF3 parental: parental Ba/F3 cell viability inhibition, counter-screen for JAK2V617F inhibitor project, murine pro-B, CellTiter-Glo luminescence | inhibition, % at 5.6 µM | 220,000 compounds, 1.1% hits | CellTiter-Glo ATP luminescence;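 active = inhibition above a per-campaign cutoff, the mean inhibition of all tested compounds plus 3 SD, cut at about 27% in these data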;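 also: 0% = DMSO wells and 100% = JAK Inhibitor I control wells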
# TNF death inh: inhibitors of TNF-alpha triggered necroptosis, primary screen, cell-based, Jurkat FADD-/-, single concentration; Jurkat FADD-/- TNF necroptosis rescue, ATP luminescence, 24 h; 0 = TNF only, 100 = no-TNF cells; activation (protection from cell death), % at 10 µM; 220,000 compounds, 0.068% hits; AID 463075, 2010;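 active = activation, meaning protection from cell death, of at least 50% relative to plate controls; inactive = activation below 50%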;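 also: necroptosis triggered by 40 ng/mL TNF-alpha added together with compound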
# Wee1 stabilizer: Wee1 degradation inhibitors, primary screen, cell-based, HeLa, Wee1K328M-luciferase, luminescence; Wee1-like protein kinase (Homo sapiens), P30291; HeLa Luc-Wee1K328M stability; 100% = proteasome inhibitor MG132 effect; reporter increase, % at 5 µM; 220,000 compounds, 1.2% hits;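 active = activation above the mean of all tested compounds plus 3 SD, set per screening run, cut at about 8.8% in these data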;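 also: cells exposed to compound for 20 h before luminescence read; 0% = DMSO alone and 100% = MG132 at 30 µM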
# Target sequence (P30291 whole entry K328M): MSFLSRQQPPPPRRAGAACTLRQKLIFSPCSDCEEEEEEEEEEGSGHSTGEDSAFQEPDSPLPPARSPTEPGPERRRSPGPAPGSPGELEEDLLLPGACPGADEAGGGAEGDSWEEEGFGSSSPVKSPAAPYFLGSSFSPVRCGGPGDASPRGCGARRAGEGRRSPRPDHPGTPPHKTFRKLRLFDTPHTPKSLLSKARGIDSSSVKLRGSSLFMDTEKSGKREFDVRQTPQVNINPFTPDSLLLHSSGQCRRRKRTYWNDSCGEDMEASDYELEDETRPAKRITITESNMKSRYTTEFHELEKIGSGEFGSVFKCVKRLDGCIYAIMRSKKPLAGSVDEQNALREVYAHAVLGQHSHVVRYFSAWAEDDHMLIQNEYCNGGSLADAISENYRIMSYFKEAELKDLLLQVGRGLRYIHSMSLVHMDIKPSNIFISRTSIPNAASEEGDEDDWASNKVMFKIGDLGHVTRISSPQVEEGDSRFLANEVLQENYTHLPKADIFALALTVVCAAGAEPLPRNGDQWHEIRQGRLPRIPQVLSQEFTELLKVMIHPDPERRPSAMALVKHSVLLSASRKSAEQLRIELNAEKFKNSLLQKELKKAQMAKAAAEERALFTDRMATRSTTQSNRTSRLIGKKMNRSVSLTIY
# RBBP9 inh: human RBBP9 inhibitors, primary screen, biochemical, fluorescence polarization, FP-Rh probe, HTS. Serine hydrolase RBBP9 (Homo sapiens), O75884. recombinant RBBP9. inhibition, % at 7.94 µM. 220,000 compounds, 0.2% hits. AID 1515, 2009;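 active = inhibition above the campaign mean of all tested compounds plus 3 SD, cut at about 14% in these data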;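 also: plate controls were DMSO wells with RBBP9 for no effect and wells lacking RBBP9 protein for full effect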
# Target sequence (O75884 whole entry, looked up): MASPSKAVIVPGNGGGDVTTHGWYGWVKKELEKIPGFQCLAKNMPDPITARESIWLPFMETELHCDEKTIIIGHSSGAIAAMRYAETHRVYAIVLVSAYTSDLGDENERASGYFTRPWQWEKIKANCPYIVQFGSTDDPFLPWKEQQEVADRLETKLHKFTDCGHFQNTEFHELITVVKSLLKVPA
#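 Test system: recombinant human RBBP9; Timing: 30 min then 45 min, 25 °C; Detection: fluorescence polarization; Control set: RBBP9 with DMSO as uninhibited control, no-protein wells as full inhibition; Compound dosing: one concentration, 7.94 µM nominal, 0.794% DMSO; Probe or stimulus: FP-Rh activity-based probe, 375 nM before mixing.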
# TRPML3 ag: human TRPML3 channel agonists, primary screen, cell-based, HEK293 TRPML3-YFP, Fluo-8 calcium fluorescence, 3 µM; 100% = the carbachol control signal; 220,000 compounds, 0.29% hits; activation, % at 3 µM; AID 1448, 2008;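 active = activation above its plate's cutoff, the mean activation of the plate's test wells plus 3 SD, cut at about 12% in these data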;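 also: 0% = DMSO only wells and 100% = carbachol wells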
#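 Material: HEK293 cells stably carrying human TRPML3-YFP; compound dosing: single dose, 3 µM final nominal compound, 0.3% DMSO final; incubation: 1-h 37 °C dye load, 5-s basal, 120-s post-compound reads; technique: Fluo-8 intracellular calcium fluorescence, excitation 470-495 nm, emission 515-575 nm; read-out basis: percent activation from peak-to-basal fluorescence ratio, scaled between DMSO and carbachol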
# Ba/F3 V617F tox: reduced viability of JAK2V617F-dependent Ba/F3 cells, primary screen, JAK2V617F inhibitor project, cell-based, Ba/F3 EpoR-JAK2V617F, luminescence | ATP luminescence | inhibition, % at 5.6 µM | 220,000 compounds, 1.1% hits | AID 1446, 2008;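 active = inhibition above the campaign mean plus 3 SD over all tested compounds, cut at about 24% in these data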;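 also: cytokine-independent growth of Ba/F3 cells driven by EpoR plus mutant JAK2; 0% = DMSO-treated cells and 100% = JAK inhibitor I control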
# PPC-1+TRAIL kill: compounds killing PPC-1 cancer cells with TRAIL present, primary screen, TRAIL potentiator project, ATPLite luminescence, uHTS; PPC-1 cells + TRAIL, ATPLite viability luminescence; AID 1443, 2008; cell killing (% activity), % at 4 µM; 220,000 compounds, 0.41% hits;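 active = cell killing above 50% in the first pass at 4 µM, then a duplicate retest at 5 µM averaging 50% or more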;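 also: plate controls were cells with TRAIL plus DMSO for no effect and medium-only wells lacking cells for full effect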
# zfTRPN1 agonist: zebrafish TRPN1 channel agonists, primary screen, cell-based, HEK293, calcium fluorescence; transient receptor potential cation channel N1 (TRPN1/NompC), Danio rerio; HEK293 zebrafish TRPN1-YFP, Fluo-8 calcium fluorescence; 100% = response to 87 µM carbachol; activation, % at 3 µM; 220,000 compounds, 0.18% hits; AID 1424, 2008;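 active = activation above its plate's cutoff, the mean activation of test wells on that plate plus 3 SD, cut at about 19% in these data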;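 also: 0% = DMSO alone and 100% = 87 µM carbachol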
#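 Control set: carbachol 87 µM as high control, DMSO as low control; system: HEK293 stable line with zebrafish TRPN1-YFP; read-out: % activation versus carbachol response; detection: intracellular calcium fluorescence with Fluo-8; doses: single test compound dose, 3 µM nominal, 0.3% DMSO; schedule: dye 1 h 37 °C plus 30 min RT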
# Starred values were filed as active, the others as inactive. Outcome played no part in choosing rows; any-hit rate near 6.8%.
# Under each structure: CHOP inh	BaF3 parental	TNF death inh	Wee1 stabilizer	RBBP9 inh	TRPML3 ag	Ba/F3 V617F tox	PPC-1+TRAIL kill	zfTRPN1 agonist
CC(=O)NC(CC(=O)NC12CC3CC(CC(C3)C1)C2)c1ccccc1 (stereo not given)
→ 47	6	0.4	1	-15	0.1	4	4	-0.6
Nc1cccnc1Sc1ccc([N+](=O)[O-])cn1
→ 1	9	1.2	1	-6	0.0	4	-1	0.1
CCCn1c(SCC(=O)NCc2ccco2)nnc1-c1ccncc1
→ 0	8	-0.5	4	-10	0.8	0	-2	0.5
CCc1sc(C(C2C(=O)CC(C)(C)CC2=O)C2C(=O)CC(C)(C)CC2=O)cc1[N+](=O)[O-]
→ -24	-2	-2.8	3	-9	0.2	-3	-1	-0.8
Cc1cc(C)n(-c2ccc(C(=O)Nc3sccc3C(N)=O)cc2)n1
→ 7	3	-14	2	-2	0.1	0	19	4.3
O=C(NC(=S)N1CCN(C(c2ccccc2)c2ccccc2)CC1)c1ccc(S(=O)(=O)N2CCOCC2)cc1
→ 22	9	-4.8	-2	-4	0.8	7	27	2.2
O=C(Nc1ccc(S(=O)(=O)Nc2ncccn2)cc1)c1ccco1
→ 44	6	0.6	-1	-6	1.2	0	10	-0.3
CCn1cnc2sc(C(=O)N3CCN(c4ccc(OC)cc4)CC3)c(C)c2c1=O
→ 39	2	-1.3	-3	-7	-0.5	-1	10	0.3
CNC(=S)NCCC(c1ccccc1)c1ccccc1
→ -4	10	0.0	0	-7	-0.9	5	9	0.0
O=S(=O)(CCc1nc2ccccc2o1)c1ccc(Cl)cc1
→ 5	5	-0.2	1	-3	-0.8	2	-4	-0.3
COc1ccc(N(Cc2cc3ccccc3[nH]c2=O)C(=O)C2CCCO2)cc1 (stereo not given)
→ 14	-4	-0.2	-1	-2	0.6	-5	15	1.0
COc1cc(OC)cc(-n2nnnc2SCC(=O)N2CCCc3ccccc32)c1
→ 18	0	1.7	0	-3	0.3	-3	-5	0.3
CCC(C)[C@H](NC(=O)NCc1ccccc1Cl)C(=O)O (stereo not given in full)
→ 30	5	0.1	-1	-5	0.5	-1	10	0.6
Cc1cc(NC(=O)NC(=O)c2ccc(F)cc2F)n[nH]1
→ 8	11	1.8	5	-10	0.7	1	28	0.5
CCOc1ccc(CN(C)CC(=O)Nc2cccc3ccccc23)cc1OC
→ 9	4	2.4	-3	-8	-0.7	-2	4	-1.9
O=C(NCCc1cn2ccccc2n1)c1ccc(Br)o1
→ 14	7	0.0	-1	-6	0.9	2	1	1.6
C#CCOCCOCCOCCNc1nc(N2CCN(C(=O)[C@H]([C@@H](C)CC)n3cc([C@@H](N)CO)nn3)CC2)nc(N2CCN(C(=O)[C@H]([C@@H](C)CC)n3cc([C@@H](N)CC(C)C)nn3)CC2)n1
→ 8	-1	0.4	0	-3	0.6	-2	7	3.2
COc1cc(Cl)c(S(=O)(=O)N2CCN(Cc3ccc4c(c3)OCO4)CC2)cc1Cl
→ -24	3	3.3	2	-4	0.4	1	14	-1.3
Cc1cc(C)c2nc(Cl)c(CN(Cc3ccco3)C(=O)Nc3ccccc3C)cc2c1
→ 24	3	-18	0	-4	0.5	2	8	0.1
COc1ccc(C(=O)NCCn2ccc3ccccc32)c(OC)c1
→ -4	5	-0.4	0	-6	-0.5	1	13	-1.3
Cc1cc(C)n(CC(C)Nc2nc3nonc3nc2N2CCCCC2)n1 (stereo not given)
→ 28	8	-0.7	1	-1	0.4	-1	-4	-0.5
CC(C)(C)C(=O)Nc1nnc(SCc2ccc(F)cc2)s1
→ 59	0	2.6	4	-3	-0.4	-4	-8	-0.3
Cc1nn(C)c(C)c1S(=O)(=O)N1CCC(C(=O)NCCC2=CCCCC2)CC1
→ 23	24	0.8	-2	-2	0.4	11	4	1.0
Cc1c(NC(=O)/C(C#N)=C/c2ccc(-c3ccc(Cl)c(Cl)c3)o2)c(=O)n(-c2ccccc2)n1C
→ 51	5	-0.6	2	-5	-0.1	1	1	0.1
Cc1ccc(/C=N/NC(=O)CN(Cc2ccccc2)S(=O)(=O)c2ccc3c(c2)OCCO3)cc1
→ 52	2	1.2	1	-6	-0.1	-2	15	0.7
Cc1[nH]cc(Br)c(=O)c1Oc1ncc(C(F)(F)F)cc1Cl
→ 11	0	0.3	0	-1	0.1	0	4	0.0
COc1ccccc1Nc1n[nH]c(=S)s1
→ 18	2	-0.9	-4	6	1.0	-3	1	1.8
CC(C)=CCc1c(O)ccc(C(=O)Cc2ccccc2)c1O
→ 106*	2	0.3	-1	-6	1.8	-2	5	0.4
Cc1ccc(C(=O)OCCn2cc(C#N)c(=O)[nH]c2=O)cc1
→ -4	1	-0.7	-2	4	0.7	0	-4	-0.4
CCCCN(CC)CCCNC(=O)CS(=O)(=O)Cc1nc(-c2cccc(OC)c2)oc1C
→ 12	2	-0.8	2	-6	0.3	3	-10	-0.2
COc1ccc(OCCC(=O)Nc2cc(C)on2)cc1
→ 50	-1	1.1	2	0	0.2	-5	8	1.0
CC(=O)Nc1nc2c(s1)C(=O)NCC(C)(C)C2
→ 13	1	0.2	-2	-3	0.1	2	6	0.1
NC(=O)Cc1c[nH]c2cccc(O)c12
→ 5	0	1.1	-1	1	1.1	-4	3	1.1
C#CCNC(=O)C1=C[C@@H](c2csc3ccccc23)[C@H](CCCO)[C@@H](OCC)O1
→ 14	1	0.5	2	-3	0.0	3	-6	2.6
O=[N+]([O-])c1cccc(-c2nc(-c3ccncc3)no2)c1
→ -14	6	-5.0	-3	-5	-0.3	1	4	-1.7
CCOC(=O)c1nn(-c2ccccc2)c(-c2ccccc2)c1C(=O)c1ccccc1
→ 11	3	-3.6	-2	-4	0.6	-1	23	-0.5
Cc1ccc(NC(=O)c2ccc(N3CCOCC3)c([N+](=O)[O-])c2)cc1S(=O)(=O)N1CCOCC1
→ 22	8	-4.1	-1	-4	1.7	3	20	5.7
COc1ccc(NC(=O)COC(=O)COc2ccc(Br)cc2)cc1
→ 8	3	0.5	-1	-7	-0.1	1	5	0.2
Cc1ccc(CNC(=O)C2CCCN(S(=O)(=O)c3c(C)[nH]c(=O)[nH]c3=O)C2)cc1 (stereo not given)
→ -7	4	1.0	0	-6	0.8	1	10	0.1
O=c1c2cn[nH]c2nc(SCc2cc(=O)n3cc(Br)ccc3n2)n1-c1ccc(Br)cc1
→ 35	4	-3.8	-2	-10	-0.7	5	-19	-1.0
O=C1N/C(=N\N=C\c2ccco2)SC1Cc1ccc(F)cc1 (stereo not given)
→ 3	7	-0.1	0	-4	0.3	0	8	-1.0
COC(=O)C1(Cc2ccccc2)NC(c2ccccc2C)C2C(=O)N(c3ccc4c(c3)OCO4)C(=O)C21 (stereo not given)
→ -34	7	0.1	-1	3	2.9	1	19	2.9
CC(C)(C)C(=O)Nc1ccc(C(=O)NNC(=O)c2ccccc2)cc1
→ 17	3	0.4	2	3	1.4	1	-11	1.1
CCOC(=O)c1c(NC(=O)CN2CCCc3ccccc32)sc(C)c1C
→ 52	7	1.1	0	-1	0.7	0	22	0.5
Cc1nc(CNS(=O)(=O)c2cc(F)ccc2F)cs1
→ 12	2	-0.8	-2	-14	0.1	2	8	-0.1
CNC(=O)CC1C(=O)N(C)C(=S)N1NC(=O)c1ccc(Cl)cc1 (stereo not given)
→ 9	4	0.2	-1	0	0.9	0	23	0.7
C/C(=N/NS(=O)(=O)c1ccc(Cl)cc1)c1cccc(O)c1
→ 35	3	1.5	-2	1	0.6	-1	20	0.9
CCc1cc2c(SCC(=O)c3ccc(C)cc3)ncnc2s1
→ 5	1	0.5	1	-9	0.5	-2	14	0.3
O=C(c1sc2ccccc2c1Cl)N1CCN(c2ccc(F)cc2)CC1
→ 19	6	-2.8	-2	-11	-1.6	2	8	-2.3
NC(=S)N/N=C\c1ccccc1OCc1ccccc1
→ 19	5	0.2	1	-5	-1.8	2	-3	-3.3

# More compounds follow:
# Under each structure: CHOP inh	BaF3 parental	TNF death inh	Wee1 stabilizer	RBBP9 inh	TRPML3 ag	Ba/F3 V617F tox	PPC-1+TRAIL kill	zfTRPN1 agonist
CCOc1ccccc1NC(=S)Nc1ncccc1C
→ -2	4	-3.0	-3	-1	0.4	-3	33	-1.5
O=[N+]([O-])c1ccc(OC/C=C2\Oc3ccc([N+](=O)[O-])cc3C2N2CCOCC2)cc1 (stereo not given)
→ 12	0	-1.4	5	2	-0.4	-4	2	-0.1
COc1ccc(OC)c(CN2C(=O)CCC2(C)C(=O)NC2CCCCCC2)c1 (stereo not given)
→ 12	-1	-1.3	1	-6	0.6	-4	-12	-1.7
Cc1noc(NS(=O)(=O)c2ccc(N/C=C/C(=O)c3ccccc3)cc2)c1C
→ 14	10	-1.3	0	-7	0.8	3	26	-0.1
O=C(COc1ccc(/C=N/NC(=O)c2cc3ccccc3o2)cc1Cl)Nc1ccccc1
→ 108*	3	2.8	-2	-10	0.1	-2	25	0.6
CC1CCN(C(=O)CSc2nc3ccccc3c(=O)[nH]2)CC1
→ -1	2	-0.2	-4	-9	0.4	-4	16	1.0
Cc1cc(C)nc(NN=C(c2ccccc2)c2ccccc2)n1
→ 42	3	0.9	2	-8	-0.3	-1	6	-1.0
COc1ccc(C(CC(=O)c2ccccc2)S(=O)(=O)c2ccc(C)cc2)cc1 (stereo not given)
→ -44	-2	-5.9	1	-9	-0.3	1	-2	-0.8
Cc1cccc(N/C=C/C(=O)c2cccs2)c1C
→ 48	1	-2.4	2	-2	-0.2	-2	59*	-0.2
CCOC(=O)c1[nH]c2ccc(OC)cc2c1NC(=O)/C=C/c1ccc2c(c1)OCO2
→ 102*	0	2.8	-1	-11	0.2	2	17	-0.6
NC(=O)c1ccccc1NC(=O)/C=C/c1c(Cl)cccc1Cl
→ 23	7	-3.2	-2	-3	0.1	2	25	1.1
CC1=C(C(=O)N2CCCCC2)C(c2cccs2)NC(=O)N1 (stereo not given)
→ -26	2	-0.1	-1	-4	0.3	4	-2	1.4
